Bioassay records: PubChem BioAssay, Southern Research Specialized Biocontainment Screening Center
influenza NS1A = NS1A inhibition, H1N1 influenza, cell based functional assay (AID 504329); NS1A functional cell-based assay, percent inhibition; higher % means a stronger effect; inhibition, % at 12.5 µM, or IC50 in µM where a hit was titrated; 340,000 tested, 0.3% active; in the data active = a potency from the dose series; inconclusive = inhibition above about 27% without an active follow-up result; note: strong numbers were not always called active
VEEV TC-83 Vero = inhibitors of VEEV TC-83 cytopathic effect, confirmation, Vero cells (AID 588727); Vero cells, VEEV TC-83 cytopathic effect inhibition; higher % means a stronger effect; inhibition, % at 20 µM; hits with a dose series show IC50 in µM; 350,000 tested, 0.13% active; in the data active = a potency from the dose series; inconclusive = inhibition mostly from about 14% at the one dose, without a potency; inactive = the rest, 99 in 100 with inhibition below about 12%; note: strong numbers were not always called active
Salmonella PhoP GFP = PhoP regulon inhibitors, Salmonella typhi PhoP promoter GFP reporter, confirmatory (AID 1850). inhibition, % at 50 µM, or IC50 in µM where a hit was titrated. 310,000 tested, 0.33% active. Salmonella Typhi PhoP-promoter GFP reporter, fluorescence, 4 h; higher % means a stronger effect; in the data active = a potency from the dose series; inconclusive = inhibition mostly from about 25% at the one dose, without a potency; inactive = the rest, 99 in 100 with inhibition below about 19%;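 note: 0% = induced wells with vehicle and 100% = uninduced wells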
M. tuberculosis = growth inhibition of non-replicating M. tuberculosis (AID 488890); inhibition, % at 25 µM, or IC50 in µM where a hit was titrated; 320,000 tested, 0.39% active; Mycobacterium tuberculosis non-replicating, growth inhibition; higher % means a stronger effect; in the data active = a potency from the dose series; inconclusive = inhibition mostly from about 82% at the one dose, without a potency; inactive = the rest, 99 in 100 with inhibition below about 76%;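 note: plate controls were DMSO cells for no effect and high antibiotic wells for full effect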
M. tuberculosis HTS = M. tuberculosis growth inhibition, HTS (AID 449762); 330,000 tested, 0.59% active; M. tuberculosis H37Rv growth inhibition, 7H9 media; higher % means a stronger effect; inhibition, % at 25 µM; hits with a dose series show IC50 in µM; in the data active = a potency from the dose series; inconclusive = inhibition above about 70% without an active follow-up result;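 note: bacterial growth assessed after seven days of incubation; strong numbers were not always called active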
VEEV TC-83 Vero 10K pilot screen = also measured in VEEV TC-83 Vero; calls as there; inhibition, %; measured here: 10K pilot screen inhibition
The depositor's hits bear a star; i = inactive; ? = inconclusive; · = not tested or not shown.

SMILES | influenza NS1A | VEEV TC-83 Vero | Salmonella PhoP GFP | M. tuberculosis | M. tuberculosis HTS | others
COc1ccc(-n2nc(C(=O)NCC(=O)N3CC(C)CC(C)C3)c3ccccc3c2=O)cc1 (stereo not given) | 7% | 9.2% | 2% | 12% | 10%
Cc1ccc(NC(=O)CN(C)C(=O)c2ccc(OCc3c(C)noc3C)cc2)cc1 | 0% | 2.2% | · | · | ·
COC(=O)c1cn(CCOc2ccc(C)cc2)c2ccccc12 | -1% | 0.8% | -11% | 5% | -19%
COc1ccc(CCNC(=O)CCCCCN2C(=O)c3ccccc3C2=O)cc1 | 15% | i | 2% | 23% | -10%
COc1ccc(C(=O)CSC2=C(C#N)C3(CCCCC3)C(C#N)=C(N)N2)cc1 | 2% | i | 0% | 34% | 34%
CSCCC(NC(=O)c1cccc(S(=O)(=O)N2CCN(C(C)=O)CC2)c1)c1nc2ccccc2[nH]1 (stereo not given) | 3% | 1.6% | · | · | ·
CC(=O)N1CCN(S(=O)(=O)c2cccc(C(=O)OCC(=O)NC(=O)c3cccn3C)c2)CC1 | 0% | 0.6% | -5% | 4% | -7%
CCOC(=O)C(C(=O)OCC)N(C#N)c1nc(OC)nc(N(C)C)n1 | 2% | 1.7% | -2% | -10% | -6%
COc1ccc(OC)c(S(=O)(=O)N(C)CC(=O)N2CCN(c3ccccc3F)CC2)c1 | -10% | 1.9% | 3% | 2% | -10%
CC(C)CC1NC(=O)c2ccc(Cl)cc2-n2c1nc1ccc(Cl)cc1c2=O (stereo not given) | · | · | · | -3% | 6%
O=C1C=C(c2cc(F)ccc2F)C[C@@H](c2ccc(Cl)cc2)C1 | 0% | 0.7% | · | 29% | 5%
CC(=O)N1CCN(C(=O)CSc2cc(C)c(Br)cc2C)CC1 | 8% | 3.8% | 6% | 0% | -3%

Copied from the listing for reference:
SMILES | influenza NS1A | VEEV TC-83 Vero | Salmonella PhoP GFP | M. tuberculosis | M. tuberculosis HTS | others
CC(C)CC1NC(=O)c2ccc(Cl)cc2-n2c1nc1ccc(Cl)cc1c2=O (stereo not given) | · | · | · | -3% | 6%
O=C1C=C(c2cc(F)ccc2F)C[C@@H](c2ccc(Cl)cc2)C1 | 0% | 0.7% | · | 29% | 5%
CC(=O)N1CCN(C(=O)CSc2cc(C)c(Br)cc2C)CC1 | 8% | 3.8% | 6% | 0% | -3%

Continued:
SMILES | influenza NS1A | VEEV TC-83 Vero | Salmonella PhoP GFP | M. tuberculosis | M. tuberculosis HTS | others
O=C(c1cc2ccccc2cc1O)N1CCCC1 | -17% | i | 7% | · | -4%
CCCNC(=O)CN(CCc1ccccc1)S(C)(=O)=O | -48% | i | -7% | -13% | -5%
Cc1ccc(NC(=O)COC(=O)c2ccc(OCc3c(C)noc3C)cc2)cc1S(=O)(=O)N1CCOCC1 | -4% | 0.4% | -6% | 15% | 1%
Cc1ccnc(NC(=O)C2CCN(S(=O)(=O)c3cccc(C(F)(F)F)c3)CC2)c1 | -2% | 6.0% | -2% | 17% | -7%
O=C(NCCSc1ccc(Br)cc1)c1ccccc1 | -5% | 0.8% | 10% | 25% | 5%
Cc1cc(C)n(CCNc2nc3nonc3nc2N2CCCCC2)n1 | -34% | 1.1% | -2% | -12% | -7%
CC1CCc2ccc(F)cc2N1S(=O)(=O)c1cccs1 (stereo not given) | -8% | i | -3% | 58% | -3%
c1ccc(-c2nc3cccnc3nc2-c2ccccc2)cc1 | 2% | 1.1% | 0% | -3% | -13%
Cn1nnnc1SCc1ccccc1F | -1% | 1.0% | 2% | 2% | 6%
CN(CC(=O)Nc1ccccc1F)Cc1cccs1 | -3% | i | 8% | 61% | -3%
CC(=O)c1ccc(NC(=O)CNC2CCCCC2)cc1 | 2% | i | -6% | · | 7%
Cc1cc(C)c(S(=O)(=O)N(CC(=O)N2CCCC2)C2CCCCC2)c(C)c1 | -1% | i | 0% | 10% | -5%
CCN(CC)S(=O)(=O)c1ccc(Cl)c(C(=O)OC)c1 | -12% | i | 10% | 1% | -7%
CN(CC(=O)Nc1cc(S(=O)(=O)N2CCCC2)ccc1Cl)Cc1cccs1 | -18% | 0.4% | -6% | 48% | -2%
O=C(c1csc(Nc2cccc3ccccc23)n1)N1CCCC1 | 1% | 1.0% | -1% | 38% | -6%
COc1ccc(/C=N/n2cnn(Cc3ccccc3Cl)c2=S)cc1OC | -11% | 8.5% | -3% | 3% | -1%
N#C/C(C(=O)N1CCOCC1)=C1/SC(Cc2ccc(F)cc2)C(=O)N1c1ccccc1 (stereo not given) | 5% | 0.6% | -9% | 6% | 0%
O=C(Nc1ccccc1)C(Cc1ccccc1)NC(=O)C12CC3CC(CC(C3)C1)C2 (stereo not given) | -5% | 0.7% | -7% | -9% | -8%
COc1ccccc1N1CCN(C(=O)COc2cc(C)cc3oc(=O)cc(C)c23)CC1 | 11% | 4.3% | 0% | 11% | 4%
COc1ccc(Cl)c(NC(=O)C/C(C)=N/NC(=O)CCc2ccccc2)c1 | -3% | i | 6% | 3% | 1%
CCO[C@H]1OC(C(=O)Nc2ccccc2)=C[C@@H](c2csc3ccccc23)[C@@H]1CCCO | 7% | 7.2% | -2% | 27% | 6%
COC(=O)Cn1c(C(=O)N2CCCC2)cc2c1C[C@H]1CN(C(=O)c3ccccc3)[C@@](Cc3ccc(F)cc3)(C(=O)OC)[C@@H]21 | -5% | 1.3% | -9% | 11% | 1%
CCOc1ccc2nc(NC(=O)C(NS(=O)(=O)c3cccs3)C(C)C)sc2c1 (stereo not given) | -5% | i | -2% | 17% | -3%
CCc1ccc2nc(Nc3ncc(C(C)=O)c(C)n3)nc(C)c2c1 | 9% | 0.2% | -13% | 12% | 7%
COc1cccc(N(CC(=O)NC2CCCCC2)C(=O)CCCC(=O)Nc2ccccn2)c1 | 8% | 1.9% | 4% | 14% | -6%
Cc1nn(C)c(Oc2ccccc2)c1CCNC(=O)C(C)(C)C | -11% | 1.4% | -4% | -17% | -13%
COc1ccccc1C(=O)Nc1nc2ccccc2[nH]1 | -8% | i | 13% | 21% | -4%
Cc1nc(NC(=O)CCc2ccccc2)ccc1Br | 6% | 1.4% | -1% | 43% | -6%
O=C(NCc1cccs1)c1cc(S(=O)(=O)N2CCOCC2)c(Cl)cc1Cl | -3% | 1.4% | -12% | 3% | 1%
CCN1CCN(CCOc2ccc(Br)cc2C)CC1 | -5% | 1.3% | -1% | 12% | 0%
CC(=O)Nc1ccc(S(=O)(=O)Nc2ccccc2C(=O)N2CCCC2)cc1 | -8% | 0.2% | -9% | -19% | -1%
CN(Cc1cnn(C)c1)C(=O)C1CCC(=O)N(Cc2cccc(F)c2)C1 (stereo not given) | -6% | 0.9% | -3% | -1% | -3%
CC(C)(C)NC(=O)C(c1ccc(-c2ccccc2)cc1)N(C[C@H]1CC[C@@H]([C@@H]2CC[C@H](CO)O2)O1)C(=O)c1ccccc1F (stereo not given in full) | 19% | i | · | · | ·
CC(=O)Nc1ccc(S(=O)(=O)NC2C3(C)CCC(C3)C2(C)C)cc1 (stereo not given) | -3% | 0.1% | 3% | 10% | 2%
Cn1c(=O)c2c(SCc3cccnc3)nc(CC(C)(C)C)nc2n(C)c1=O | 5% | 8.0% | 0% | 50% | 3%
CC(=O)CCc1c(C)c2cccc(C)c2[nH]c1=O | 0% | 0.2% | 3% | 9% | -7%

In the list so far, these have bromine.
SMILES | influenza NS1A | VEEV TC-83 Vero | Salmonella PhoP GFP | M. tuberculosis | M. tuberculosis HTS | others
CC(=O)N1CCN(C(=O)CSc2cc(C)c(Br)cc2C)CC1 | 8% | 3.8% | 6% | 0% | -3%
O=C(NCCSc1ccc(Br)cc1)c1ccccc1 | -5% | 0.8% | 10% | 25% | 5%
Cc1nc(NC(=O)CCc2ccccc2)ccc1Br | 6% | 1.4% | -1% | 43% | -6%
CCN1CCN(CCOc2ccc(Br)cc2C)CC1 | -5% | 1.3% | -1% | 12% | 0%

The listing continues.
SMILES | influenza NS1A | VEEV TC-83 Vero | Salmonella PhoP GFP | M. tuberculosis | M. tuberculosis HTS | others
COc1ccc(CCNC(=O)c2ccc(NC3=NC4CS(=O)(=O)CC4S3)cc2)cc1OC (stereo not given) | -4% | 1.5% | 7% | -4% | 4%
Cc1nccn1CCCNC(=O)CC1C(=O)NCCN1Cc1ccc(Cl)c(F)c1 (stereo not given) | 2% | 0.7% | -2% | 13% | 3%
COCCN(C(=O)COC(=O)c1nc(Cl)ccc1Cl)c1c(N)n(Cc2ccccc2)c(=O)[nH]c1=O | -15% | 0.1% | 12% | 2% | -4%
O=[N+]([O-])c1ccccc1C=NNC(=S)NN=Cc1ccccc1[N+](=O)[O-] | -8% | 12% | · | · | ·
CCOC(=O)N1CC(=O)Nc2ccc(Br)cc2C1c1ccccc1 (stereo not given) | 14% | 0.9% | 16% | 28% | 3%
Cc1cccc(OCCn2cnc(Cl)c2Cl)c1 | 5% | i | 5% | 23% | 10%
COc1ccc2sc(N(CCCN(C)C)C(=O)c3ccc(S(=O)(=O)N4CCCc5ccccc54)cc3)nc2c1 | 23% | ? | 1% | 24% | ?
COCCCN1C(=O)CC(C(=O)OC)=C1C | -6% | 0.2% | 2% | -5% | -5%
COc1cccc(CN2c3ccc(Br)cc3C(=O)CS2(=O)=O)c1 | -2% | 5.0% | · | 12% | 4%
COn1c(C)c(C(C)=O)c2c3nonc3ccc21 | -11% | 1.2% | 3% | -4% | 0%
C=C(C)c1cccc(C(C)(C)NC(=O)N2CCN(c3ccc(OC)cc3)CC2)c1 | 2% | 1.5% | -3% | 9% | 6%
COc1cc(/C=C(\C(=O)O)c2ccc(S(=O)(=O)N3CCCC3)s2)cc(OC)c1 | -6% | 3.5% | · | · | ·
O=C(CNC(=O)c1cccc([N+](=O)[O-])c1)OCCCC(=O)c1ccc(F)cc1 | -17% | 1.4% | · | 63% | 4%
CS(=O)(=O)c1ccc(C(=O)OCC(=O)NCc2cccs2)cc1[N+](=O)[O-] | -24% | 0.9% | · | -1% | -3%
O=[N+]([O-])c1ccc(-c2ccc(/C=N/Nc3nc(NCc4ccccc4)nc(N4CCOCC4)n3)o2)cc1 | -4% | 11% | -9% | 36% | ?
COc1ccc(N(CCC(=O)Nc2ccccc2F)S(=O)(=O)c2ccc(C)cc2C)cc1 | -1% | 4.4% | 5% | 20% | 12%
CC(=O)CSc1ncnc2c1oc1ccccc12 | -7% | 1.4% | -2% | 13% | -2% | VEEV TC-83 Vero 10K pilot screen=1.6
CCOC(=O)C1CCN(C(=O)C2CCN(S(=O)(=O)N3CCCC3)CC2)CC1 | 1% | i | 4% | 4% | 4%
CCN(CC)c1nc2nonc2nc1N(CC)CC | 9% | 4.4% | -5% | -5% | -6%
CC(=O)NC1(C(Cl)(Cl)Cl)Oc2ccccc2O1 | 7% | i | -8% | -3% | -4%
CCOC(=O)C(NC(=O)Nc1ccc(Cl)cn1)(Oc1ccccc1)C(F)(F)F (stereo not given) | -7% | 0.9% | -2% | 4% | -4%
NC(=O)CSc1nnc(COc2ccccc2)n1N | -15% | i | 4% | -9% | 8%
Cc1ccc(S(=O)(=O)Nc2ccc(Cl)cn2)cc1 | -8% | 1.0% | -2% | 60% | 11%
O=C(COc1ccc(S(=O)(=O)N2CCCC2)cc1)N1CCCC1 | 8% | 1.7% | 0% | 15% | 4%
CCc1cccc(NC(=O)CC2Oc3ccccc3NC2=O)c1 (stereo not given) | 1% | 0.9% | 0% | 3% | 1%
CSCCC(NC(=O)c1cc(C(C)(C)C)oc1C)C(=O)O (stereo not given) | -7% | i | -6% | 11% | -11%
COc1ccc(-n2ccnc2SCC(=O)Nc2cc(C)on2)cc1 | -7% | 1.7% | -10% | -5% | -4%
CN(C)CCCNC(=O)CC1C[C@H](C(=O)N2CCOCC2)[C@@]2(CCC3CCCC3)c3[nH]c4ccccc4c3CCN2C1=O (stereo not given in full) | 0% | 0.1% | · | · | 4%
CN(Cc1ccccc1)Cc1nc2c(c(=O)n(C)c(=O)n2C)n1Cc1ccc(Cl)cc1 | -1% | i | -6% | 23% | 2%
COc1ccc(OC)c(NC(=O)c2cc3n(n2)C(C(F)(F)F)CC(c2ccc4c(c2)OCO4)N3)c1 (stereo not given) | -10% | i | -2% | 14% | ?
O=C(CN1CCN(c2ccc(F)cc2)CC1)c1cccs1 | 10% | 0.5% | 5% | 18% | -3%
O=C(Nc1ccc(N2CCOCC2)cc1)C1CCCN(S(=O)(=O)c2ccccc2)C1 (stereo not given) | 25% | i | -6% | · | -8%
Cc1oc(-c2ccc(Cl)cc2)nc1CS(=O)CC(=O)NCCCN1CC(C)CC(C)C1 (stereo not given) | -1% | i | -1% | 8% | 10%
